# CHRM4 antagonist = CHRM4 antagonism in calcium assay | CHO-hM4 cells, ACh EC80, Fluo-8 calcium fluorescence | inhibition, % at 3 µM | 0.73% of 360,000 active | AID 624125;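 active = inhibition above its plate's cutoff, the mean inhibition of sample wells plus 3 SD, cut at about 27% in these data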;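 note: 0% = acetylcholine EC80 with DMSO and 100% = DMSO without agonist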
# Target sequence (P08173 whole entry, looked up): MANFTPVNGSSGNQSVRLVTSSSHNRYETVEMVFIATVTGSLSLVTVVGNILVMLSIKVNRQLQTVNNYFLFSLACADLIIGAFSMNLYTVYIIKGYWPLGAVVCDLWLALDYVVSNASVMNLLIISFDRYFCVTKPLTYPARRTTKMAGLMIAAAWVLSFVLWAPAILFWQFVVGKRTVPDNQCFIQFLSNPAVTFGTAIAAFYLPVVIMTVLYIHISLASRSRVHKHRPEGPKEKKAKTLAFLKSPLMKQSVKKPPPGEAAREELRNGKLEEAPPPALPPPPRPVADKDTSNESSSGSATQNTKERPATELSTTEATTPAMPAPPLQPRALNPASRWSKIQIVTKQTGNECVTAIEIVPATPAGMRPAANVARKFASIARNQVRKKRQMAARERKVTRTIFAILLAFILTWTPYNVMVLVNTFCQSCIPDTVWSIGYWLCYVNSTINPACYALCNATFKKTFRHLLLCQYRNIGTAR
# M5 antag = antagonists of human muscarinic M5 receptor (CHRM5) | P08912 | CHO-hM5 cells, Fluo-8 calcium fluorescence, ACh EC80 | inhibition, % at 3 µM | 0.59% of 360,000 active;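 active = inhibition above a per-plate cutoff, the mean of that plate's test compounds plus 3 SD, cut at about 27% in these data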;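 note: 0% = acetylcholine EC80 with DMSO and 100% = DMSO without agonist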
# Target sequence (P08912 whole entry, looked up): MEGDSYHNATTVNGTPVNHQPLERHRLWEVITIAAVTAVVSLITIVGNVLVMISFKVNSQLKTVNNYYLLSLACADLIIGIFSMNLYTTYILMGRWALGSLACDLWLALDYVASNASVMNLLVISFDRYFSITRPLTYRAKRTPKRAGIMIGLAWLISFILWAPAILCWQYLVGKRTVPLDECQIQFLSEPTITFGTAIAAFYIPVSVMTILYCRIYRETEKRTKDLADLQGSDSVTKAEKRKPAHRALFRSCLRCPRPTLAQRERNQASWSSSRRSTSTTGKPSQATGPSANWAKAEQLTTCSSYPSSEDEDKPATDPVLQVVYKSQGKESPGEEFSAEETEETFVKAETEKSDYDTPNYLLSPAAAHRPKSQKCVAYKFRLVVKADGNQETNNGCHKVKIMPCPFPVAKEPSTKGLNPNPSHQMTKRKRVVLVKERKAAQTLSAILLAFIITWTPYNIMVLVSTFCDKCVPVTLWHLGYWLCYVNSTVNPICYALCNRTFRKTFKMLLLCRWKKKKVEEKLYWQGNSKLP
# CHRM5 agonist = agonists of human muscarinic M5 receptor (CHRM5); CHO-K1 hM5 cells, Fluo-8 calcium fluorescence; 0% DMSO wells, 100% maximal acetylcholine response; AID 624037; activation, % at 3 µM; 0.19% of 360,000 active;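 active = activation above the run's mean over test compounds plus 3 SD, cut at about 23% in these data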;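 note: signal is peak over basal fluorescence ratio across the kinetic read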
# M4 ag = agonists of human muscarinic M4 receptor (CHRM4); P08173; CHO-K1 hM4/Gqi5, Fluo-8 calcium fluorescence; vehicle 0%, full acetylcholine response 100%; activation, % at 3 µM; 0.14% of 360,000 active;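 active = activation above the run mean over all test wells plus 3 SD, cut at about 32% in these data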;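 note: peak over basal fluorescence ratio per well then scaled between controls; 0% = DMSO wells and 100% = acetylcholine at EC100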
# CHRM1 PAM = positive allosteric modulators of human M1 muscarinic receptor. 0.088% of 360,000 active. CHO-K1 hM1, Fluo-8 calcium fluorescence, ACh EC20; 0% = ACh EC20, 100% = maximal ACh. AID 588819. activation, % at 3 µM. P11229; in the data active = activation above about 19%, passing the limit was not always enough
# CRFR2-BP ag = CRF-BP/CRF-R2 complex agonism | AID 588473 | activation, % at 13.2 µM | 0.46% of 350,000 active | HEK293 CRF-R2/CRF-BP, calcium dye fluorescence (FLIPR); percent of saturating CRF peptide response;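 active = activation of at least 50%, plus an integration ratio under a set limit after plate pattern correction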;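 note: plate controls were neutral control wells without compound for no effect and CRF at EC100 for full effect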
# M5 PAM = potentiates acetylcholine response at human M5 receptor; P08912; CHO-K1 hM5, Fluo-8 calcium, ACh EC20 PAM; 0% = ACh EC20, 100% = ACh EC100; activation, % at 3 µM; 0.3% of 360,000 active; AID 624038;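 active = activation above the run cutoff, the mean activation of all test compounds plus 3 SD, cut at about 18% in these data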
#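 System – CHO-K1 hM5 cells · Compound – 3 µM, single dose · Incubation – compound preincubation 140 s before EC20 acetylcholine addition · Technique – Fluo-8 calcium fluorescence · Measure – Max/basal fluorescence ratio as % of EC20–EC100 ACh window · Benchmarks – low control EC20 acetylcholine (0%), high control EC100 acetylcholine (100%) · Replication – singlicate, one well per test compound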
# CHRM4 PAM = positive allosteric modulators of human muscarinic M4 receptor | P08173 | CHO-K1 hM4/Gqi5, Fluo-8 calcium fluorescence, ACh EC20; 0% = ACh EC20, 100% = maximal ACh | activation, % at 3 µM | 0.4% of 360,000 active | AID 624126;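 active = activation above its plate's cutoff, the mean activation of sample wells plus 3 SD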; note: some results filed as inactive read as strong as hits
# CHRM1 antagonist = blocks human M1 muscarinic receptor; P11229; CHO-K1 hM1, Fluo-8 calcium fluorescence, ACh EC80 antagonist; inhibition, % at 3 µM; 1.3% of 360,000 active; AID 588852;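 active = percent inhibition above its own plate's cutoff, namely the mean of that plate's compound wells plus 3 SD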;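 note: peak over basal fluorescence ratio during 140 s after agonist addition; 0% = ACh EC80 plus DMSO and 100% = DMSO alone without agonist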
# Starred values were filed as active, the others as inactive; . = not tested or not shown.
SMILES,CHRM4 antagonist,M5 antag,CHRM5 agonist,M4 ag,CHRM1 PAM,CRFR2-BP ag,M5 PAM,CHRM4 PAM,CHRM1 antagonist
O=C(NCCc1ccccc1)C1CCN(C(=O)N2CCOc3ccccc32)CC1,-14,3,4,8,1,-1.2,-7,0,-10
COc1ccc(CNC(=O)COC(=O)C2=COCCO2)cc1,2,3,-1,1,6,3.2,-1,1,-23
NC(=O)C1=C[C@@H](C2CCCCC2)C[C@@H](OCCCCO)O1,1,17,1,1,10,-1.7,0,10,2
CC(C)CC(NC(N)=O)C(=O)Nc1ccc2c(c1)OCO2 (centres undefined),-5,8,2,0,5,-1.1,2,6,-6
Cc1cc(O)c2c(c1)C(=O)[C@@]13Oc4c5c(c(O)c6c(O)cc(C)cc46)C(=O)C[C@H](O)[C@H]5[C@@H]1[C@@H](O)CC(=O)C3=C2O,-10,-2,2,2,0,0.9,-2,3,1
O=C(Cc1ccccc1)Nc1ccc(NC(=O)c2cccs2)cc1,-3,4,-3,5,8,-3.3,-5,-3,-5
COc1ccc(-c2csc(C)n2)cc1,-13,-2,-4,0,12,1.1,2,11,-11
Cc1cccc(C)c1NC(=O)NCCSc1snnc1C,1,7,1,0,3,0.1,-4,2,0
CC(=O)N1CCN(C(=O)COC(=O)c2oc3ccccc3c2C)CC1,-3,1,2,2,6,0.3,1,15,3
CCOc1ccc(-c2nc3ccccc3c(=O)o2)cc1,-1,6,4,-1,9,4.7,1,1,-6
COc1cc(NC(=S)NC(=O)c2cccs2)ccc1NC(=O)C(C)C,-5,7,1,7,2,1.3,2,2,2
CC(=O)/C=C\c1cn(-c2ncc(C(F)(F)F)cc2Cl)c2ccccc12,0,0,-9,-1,-4,-1.3,-7,1,-3
Cc1ccc(S(=O)(=O)N(C)C)cc1-n1c(SCC(=O)Nc2ccc(F)cc2)nc2ccccc2c1=O,9,2,1,3,3,-1.0,0,1,2
CCN(CC)S(=O)(=O)c1ccc(N2CCOCC2)c(NC(=O)c2cc3ccccc3o2)c1,4,12,4,1,1,0.3,-1,-1,-1
COc1cc(C2NC(=O)NC(C)=C2C(=O)OC2CCCCC2)cc(Cl)c1O (centres undefined),-25,-6,0,2,7,0.6,3,13,-13
C/C(CC(=O)Nc1ccc2c(c1)OCCO2)=N\NC(=O)COc1ccc(C)cc1Br,-3,-6,0,1,-3,0.0,-2,7,-3
COCc1ccc(C(=O)N(C)CC2CCCN(CCc3ccccc3F)C2)o1 (centres undefined),18,17,-10,1,-20,4.7,-6,-23,48*
O=S(=O)(Nn1cnnc1)c1ccc2ccccc2c1,3,4,-2,1,1,2.5,-4,8,-4
N=C1C(c2ccccc2)=C(O)CN1CCO,-8,-10,2,4,9,-0.2,7,17*,2
CC(=O)Nc1cc(-c2cccnc2)cn2c(-c3ccc(F)cc3)cnc12,-7,-2,0,5,15,.,0,7,-19
CCn1c2ccccc2c2cc(NC(=O)C(=O)NCC3CCCO3)ccc21 (centres undefined),-7,-1,11,1,3,-6.5,-6,2,-5
O=C1C(Cl)=C(N2CCCCC2)C(=O)N1c1ccccc1Cl,-15,0,-7,-1,-2,-3.4,-5,5,-7
CN(C)S(=O)(=O)c1cccc(NC(=O)CO/N=C(\N)c2ccccc2)c1,-25,-3,1,5,3,-0.9,0,1,-17
CCN1C(=O)c2ccc(C(=O)Nc3ccc4c(c3)OCO4)cc2C1=O,13,9,-4,1,7,-1.1,2,1,2
COc1ccc(CCNC(=O)c2csc3c2CCCC3)cc1OC,-5,0,1,3,2,0.1,10,-2,1
O=C(Cc1ccc(NC(=O)C2CCCN(C(=O)C3CCC3)C2)cc1)Nc1ccc(C(=O)N2CCOCC2)cc1 (centres undefined),2,-2,1,0,1,-0.6,4,4,-4
CC(NC(=O)c1cccc(S(=O)(=O)N2CCN(C)CC2)c1)C1CC2CCC1C2 (centres undefined),4,8,-1,1,1,-0.6,2,-6,1
Cc1cccc(NS(=O)(=O)c2ccc3[nH]c(=O)cc(C(=O)O)c3c2)c1,-6,7,-2,0,3,-1.0,0,0,-6
O=C(CSc1ccccn1)NCc1ccc2c(c1)OCO2,5,7,-1,1,4,1.0,2,4,-4
COc1ccc(NC2=NCC(=O)N2Cc2cccs2)cc1,-8,-16,1,-1,9,1.5,21*,4,-12
OCC1(Cc2ccc(F)cc2)CCCN(CCCC(F)(F)F)C1 (centres undefined),12,-2,-8,0,13,2.4,-3,-5,-27
C=C(C)CSc1nnc(-c2cccc(S(=O)(=O)N(C)C)c2)n1-c1cc(OC)ccc1OC,-3,-9,-2,1,8,-1.1,0,3,-14
CC1(C)C(=O)N(OCc2ccccc2)C(C)(C)C(=O)N1OCc1ccccc1,-12,2,0,1,-2,-0.1,-1,11,21
COc1ccc(C(C)(O)c2nc(-c3ccc(F)cc3OC)cs2)cc1 (centres undefined),2,-2,-3,-1,-6,.,-1,1,8
CCOC(=O)c1sc(C)c2c(=O)n(Cc3ccc(Cl)cc3)c(C)nc12,2,-2,-3,0,0,-0.7,-8,0,3
COc1cccc(C(CNC(=O)C(c2ccccc2)c2ccccc2)N(C)C)c1 (centres undefined),8,19,-7,1,-33,0.5,-13,-15,55*
Cc1ccc(C(c2ccc(C)o2)c2cccc([N+](=O)[O-])c2O)o1,5,10,-4,-4,-8,0.8,-11,0,-4
CC(=O)c1ccc(S(=O)(=O)Nc2ccc(-n3c(C)nc4ccccc4c3=O)cc2)cc1,-15,6,-2,5,9,-0.8,4,12,-11
O=C(c1cccc(S(=O)(=O)Nc2ccc(F)cc2)c1)N1CCCC1,9,10,2,1,-2,-0.7,-6,3,7
Nc1nc(SCC(=O)NCC2CCCO2)[nH]c(=O)c1NC(=O)c1ccc(F)c(F)c1 (centres undefined),-8,10,-1,1,3,1.2,3,12,-11
O=S(=O)(NCCc1ccc2c(c1)OCCO2)c1cccs1,5,-3,-1,1,10,3.7,-2,4,-12
Cc1cc(OCCn2cc(/C(N)=N/O)c3ccccc32)ccc1Cl,6,-3,1,3,4,0.1,2,-6,-1
O=C(NN1C(=O)NC2(CCCCC2)C1=O)c1cc2cc(Cl)ccc2o1,-9,4,1,2,7,-2.1,-2,8,-9
Cc1cc(C(=O)N/N=C/C=C/c2ccccc2)n[nH]1,2,10,0,0,6,-1.0,-4,4,4
CC(C)Oc1ccc(NC(=O)C2CCCNC2=O)cc1 (centres undefined),1,4,-1,-1,0,0.3,-5,6,-20
CCCC(=O)Nc1nc(-c2ccccc2)c(CC)s1,7,7,-6,-1,-26,-0.1,-4,-8,12
CCCNC(=O)[C@H]1N2C(=O)c3c(ccc(OC)c3OC)C2SC1(C)C (some centres undefined),-10,0,-3,0,16,1.1,2,3,-15
CCn1ncc(S(=O)(=O)Nc2cc(Cl)ccc2C)c1C,1,-7,-1,1,4,-0.9,7,4,-5
CNC(=S)NNC(=O)c1c(C)nc2cc(C)ccn12,-13,12,-1,8,3,-0.4,-6,-7,-2
CCOC(=O)n1c(=O)n(Cc2cccc(C)c2)c2ccccc21,-4,-16,-11,-2,-2,-0.2,-2,4,-4
Cc1nnc(SCC(=O)NC2CCCc3c2cnn3-c2ccc(F)cc2F)o1 (centres undefined),-1,0,-3,1,5,1.5,9,4,-6
O=C(COC(=O)CCNS(=O)(=O)c1ccc(Cl)cc1)NCc1ccccc1,-2,-2,1,2,-4,-0.3,1,-2,-1
Cc1ccc(C)c(S(=O)(=O)NC(CC(C)C)C(=O)O)c1 (centres undefined),0,-7,-5,0,6,-1.2,-2,2,-6
OC1(c2ccccc2)CCN(Cc2ccccc2)CC1,-2,10,-13,2,13,-1.3,-7,15,-7
CC(=O)c1cccc(S(=O)(=O)NCCC(=O)O)c1,2,5,1,3,9,-1.0,5,11,-7
CCOC(=O)Nc1cc(OCC)c(NC(=O)C2CC2)cc1OCC,7,-1,0,1,0,0.2,1,11,-3
O=C(Cn1c(C(=O)O)cc2ccccc21)c1ccccc1,-3,-8,-2,1,9,2.1,5,-3,-20
COc1ccc(CNC(=O)c2nc(S(=O)(=O)Cc3ccccc3)ncc2Cl)cc1,13,-4,-4,4,-1,0.1,-2,-4,1
COc1ccc(S(=O)(=O)N2CC(=O)Nc3ccccc32)cc1,2,0,5,1,17,-0.5,8,-2,-6
COc1ccc(NC(=O)C2CCCN(S(=O)(=O)c3cccc4cccnc34)C2)cc1OC (centres undefined),-1,9,5,19,-10,-3.3,-16,-8,8

# Among those listed so far, these have a furan ring, fused or not:
SMILES,CHRM4 antagonist,M5 antag,CHRM5 agonist,M4 ag,CHRM1 PAM,CRFR2-BP ag,M5 PAM,CHRM4 PAM,CHRM1 antagonist
CC(=O)N1CCN(C(=O)COC(=O)c2oc3ccccc3c2C)CC1,-3,1,2,2,6,0.3,1,15,3
CCN(CC)S(=O)(=O)c1ccc(N2CCOCC2)c(NC(=O)c2cc3ccccc3o2)c1,4,12,4,1,1,0.3,-1,-1,-1
COCc1ccc(C(=O)N(C)CC2CCCN(CCc3ccccc3F)C2)o1 (centres undefined),18,17,-10,1,-20,4.7,-6,-23,48*
Cc1ccc(C(c2ccc(C)o2)c2cccc([N+](=O)[O-])c2O)o1,5,10,-4,-4,-8,0.8,-11,0,-4
O=C(NN1C(=O)NC2(CCCCC2)C1=O)c1cc2cc(Cl)ccc2o1,-9,4,1,2,7,-2.1,-2,8,-9

# The list goes on.
SMILES,CHRM4 antagonist,M5 antag,CHRM5 agonist,M4 ag,CHRM1 PAM,CRFR2-BP ag,M5 PAM,CHRM4 PAM,CHRM1 antagonist
O=C(Nc1nnc(CCN2CCCCC2)s1)C1CCCCC1,-8,-3,-12,1,-17,-0.2,-6,-4,18
CC(=O)Nc1ccc(S(=O)(=O)NCCc2ccccn2)cc1,6,1,3,1,2,1.9,5,-2,2
COc1ccc(CCNC(=O)Nc2cccc([N+](=O)[O-])c2)cc1OC,-2,-2,6,4,-1,-0.2,0,-4,5
Cc1ccc([N+](=O)[O-])cc1NC(=O)CNC1CCCCC1,-4,4,0,1,2,1.0,0,3,-4
COc1ccc(Nc2c(-c3ccco3)nc3ccc(C)cn23)cc1,-2,-3,-2,-3,4,-1.5,9,-4,-7
CC(Oc1cc2oc(=O)c3c(c2cc1Cl)CCCC3)C(=O)NCCN1CCOCC1 (centres undefined),-20,4,-3,4,8,1.1,-2,12,-10
CC(=O)Cc1nsc(NC(=O)c2ccc(-c3ccc(Cl)cc3Cl)o2)n1,2,4,-2,0,10,-1.3,-2,5,-7
CCCCCCn1c(=O)c(-c2ccccc2)c(O)c2ccccc21,-4,0,-8,1,0,-1.1,-3,0,-5
O=S(=O)(c1cccc2cccnc12)N1CCOCC1,-6,3,1,0,2,-3.1,-1,3,-4
Oc1ccc(/C=N/Nc2ccc(Cl)nn2)c(O)c1O,-13,1,0,1,17,-0.6,-6,5,-20
Cc1cccc(C)c1-n1nnnc1C1c2ccccc2C(=O)N1CCC(C)C (centres undefined),-15,-10,0,0,.,.,-1,17,.
CC(=O)c1cc(-c2ccccc2)n(CC(=O)NC2CCCCC2)c1C,4,25,-3,1,6,0.3,-10,-2,-1
CCNC(=O)C1(C)CCN(C(=O)c2ccccc2OC)C1 (centres undefined),-1,-1,0,0,0,.,-2,-1,-5
